PAFAH1B3 inh = PAFAH1B3 enzyme inhibitors, primary screen, biochemical, fluorescence polarization, human | 340,000 tested, 0.28% active | Platelet-activating factor acetylhydrolase IB subunit alpha1 (Homo sapiens), Q15102 | inhibition, % at 3.39 µM | AID 492972, 2010 | recombinant PAFAH1B3, FP-rhodamine probe;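 active = inhibition above the screen-wide average of all tested compounds plus 3 SD, cut at about 25% in these data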;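 also: 0% = enzyme with DMSO only and 100% = wells lacking PAFAH1B3 protein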
GSTO1 inh = inhibitors of recombinant GSTO1, primary screen, counter-screen for RBBP9 inhibitor project, biochemical, fluorescence polarization. activity-based probe fluorescence polarization. inhibition, % at 5.96 µM. 300,000 tested, 1.1% active;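 active = inhibition above the campaign mean inhibition plus 3 SD, cut at about 35% in these data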;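 also: 0% = GSTO1-1 with DMSO and 100% = wells lacking GSTO1-1 enzyme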
Target sequence (P78417 whole entry, looked up): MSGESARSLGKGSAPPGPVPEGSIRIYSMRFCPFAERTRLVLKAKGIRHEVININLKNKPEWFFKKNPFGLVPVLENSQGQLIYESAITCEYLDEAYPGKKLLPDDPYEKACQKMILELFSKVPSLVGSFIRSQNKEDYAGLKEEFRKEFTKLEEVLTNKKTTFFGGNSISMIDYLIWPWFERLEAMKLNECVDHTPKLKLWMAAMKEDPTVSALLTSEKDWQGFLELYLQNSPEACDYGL
PAD4 FP inh = human PAD4 inhibitors, primary screen, biochemical, fluorescence polarization, 1536-well format; Protein-arginine deiminase type-4 (Homo sapiens), Q9UM07; recombinant PAD4, RCA probe fluorescence polarization; inhibition, % at 6.36 µM; 330,000 tested, 0.41% active; AID 485272, 2010;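 active = percent inhibition above a cutoff equal to the mean of all tested compounds plus 3 SD, cut at about 15% in these data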;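 also: 0% = PAD4 with RCA probe and DMSO and 100% = probe without PAD4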
ZTA DNA inh = counter-screen for EBNA-1 inhibitors: inhibitors of Epstein-Barr virus ZTA; P03206; ZTA-DNA binding, fluorescence polarization; inhibition, % at 11 µM; 320,000 tested, 0.15% active; AID 2234; in the data active = inhibition above about 33%
EBNA-1 inhibitor = EBNA-1 DNA-binding inhibitors, primary screen, biochemical, fluorescence polarization | inhibition, % at 14.8 µM | 300,000 tested, 0.34% active | AID 1950, 2009; in the data active = inhibition above about 28%
LYPLA2 inh = LYPLA2 inhibitors, primary screen, counter-screen for PME1 inhibitor project, biochemical, fluorescence polarization, FP-Rh probe ABPP. Acyl-protein thioesterase 2 (Homo sapiens), O95372. recombinant LYPLA2. inhibition, % at 5.9 µM. 320,000 tested, 0.38% active. AID 2177, 2009;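 active = inhibition above the screen-wide mean plus 3 SD, limit set per campaign, cut at about 26% in these data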;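 also: 0% = LYPLA2 with DMSO and 100% = wells lacking LYPLA2 enzyme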
PAFAH2 inh = PAFAH2 enzyme inhibitors, primary screen, biochemical, fluorescence polarization, human; Platelet-activating factor acetylhydrolase 2, cytoplasmic (Homo sapiens), Q99487; recombinant PAFAH2, FP-rhodamine activity probe; inhibition, % at 3.39 µM; 340,000 tested, 0.99% active;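 active = inhibition above the mean over all tested compounds plus 3 SD, cut at about 30% in these data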;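 also: inhibitors block probe labeling of enzyme so polarization drops; 0% = enzyme with DMSO and 100% = wells lacking PAFAH2 protein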
LYPLA1 inh = LYPLA1 inhibitors, primary screen, counter-screen for PME1 inhibitor project, biochemical, fluorescence polarization, FP-Rh probe ABPP | Acyl-protein thioesterase 1 (Homo sapiens), O75608 | recombinant LYPLA1 | inhibition, % at 5.9 µM | 320,000 tested, 0.16% active | AID 2174, 2009;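 active = inhibition above the mean of all tested compounds plus 3 SD, set per campaign, cut at about 14% in these data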;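 also: inhibitors block serine hydrolase probe labeling of LYPLA1 so polarization falls; 0% = enzyme with DMSO and 100% = wells lacking LYPLA1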
PREPL inh = PREPL enzyme inhibitors, primary screen, biochemical, fluorescence polarization | recombinant PREPL, fluorescence polarization activity-based probe | inhibition, % at 5.96 µM | 320,000 tested, 0.68% active | AID 2751, 2010; in the data active = inhibition above about 43%;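 also: 0% = enzyme with DMSO and 100% = wells lacking enzyme; many of its hits are not listed in these tables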
Target sequence (Q4J6C6 whole entry, looked up): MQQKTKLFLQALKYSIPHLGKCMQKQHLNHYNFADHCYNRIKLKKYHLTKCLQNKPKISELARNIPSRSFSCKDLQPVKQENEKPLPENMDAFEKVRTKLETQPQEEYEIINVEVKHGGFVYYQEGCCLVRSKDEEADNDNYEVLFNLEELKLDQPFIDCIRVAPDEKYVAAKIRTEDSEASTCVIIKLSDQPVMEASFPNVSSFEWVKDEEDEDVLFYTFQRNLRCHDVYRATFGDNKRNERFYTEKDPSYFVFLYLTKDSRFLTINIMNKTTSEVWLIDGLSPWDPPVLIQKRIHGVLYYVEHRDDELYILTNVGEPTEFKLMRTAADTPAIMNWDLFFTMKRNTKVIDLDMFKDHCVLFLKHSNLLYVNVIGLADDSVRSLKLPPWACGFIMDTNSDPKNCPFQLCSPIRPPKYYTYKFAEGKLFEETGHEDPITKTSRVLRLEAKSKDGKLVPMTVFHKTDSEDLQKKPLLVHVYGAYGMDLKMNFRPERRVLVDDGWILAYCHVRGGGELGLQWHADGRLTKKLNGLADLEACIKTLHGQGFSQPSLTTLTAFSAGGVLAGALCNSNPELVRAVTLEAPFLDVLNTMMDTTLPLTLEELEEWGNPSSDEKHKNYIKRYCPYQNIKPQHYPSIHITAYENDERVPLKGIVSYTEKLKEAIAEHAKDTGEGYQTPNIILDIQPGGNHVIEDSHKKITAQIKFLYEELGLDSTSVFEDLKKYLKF
* marks the source's active call; other numbers are inactive results; . = not tested or not shown. Only part of the results is shown; count on the stated rates, not on these rows.

SMILES	PAFAH1B3 inh	GSTO1 inh	PAD4 FP inh	ZTA DNA inh	EBNA-1 inhibitor	LYPLA2 inh	PAFAH2 inh	LYPLA1 inh	PREPL inh
CCC(C)NC(=O)CNC(=O)c1nn(-c2ccc(OC)cc2OC)c(=O)c2ccccc12 (stereo unspecified)	3	-3	4	-7	-4	1	-15	0	10
COc1ccccc1OCCNC(=O)C1CC(=O)N(c2ccc3c(c2)OCCO3)C1 (stereo unspecified)	9	3	-4	3	2	8	3	4	6
NC(=O)C1CCN(c2c([N+](=O)[O-])cc(C(F)(F)F)cc2[N+](=O)[O-])CC1	8	-8	-2	-15	-11	-1	8	3	1
CCn1c(C(=O)O)c(CC(=O)Nc2ccc(Br)cc2C)c2ccccc21	9	1	-2	10	6	5	1	1	10
CC(C)c1ccc(/C=C2\SC(=S)N(CCC(=O)N3CCCCC3CCO)C2=O)cc1 (stereo unspecified)	2	3	-10	0	2	5	1	-1	37
COc1ccccc1/C=C1/SC(=S)N(CCC(=O)Nc2cccnc2)C1=O	17	-1	-3	-1	-8	-3	2	-2	-1
O=C(O)CSc1nnc(-c2ccc(S(=O)(=O)N3CCCC3)cc2)n1Cc1ccco1	0	-1	-1	6	-3	1	2	1	14
O=C(NCCc1ccccc1)c1cc(=O)[nH]c2ccccc12	3	-4	-4	6	3	3	3	-1	4
C[C@H](NC(=O)c1nc[nH]c1C(=O)N(C)Cc1ccccc1)c1ccccc1	-3	.	-1	-4	.	6	-10	2	0
COc1cc2c(cc1OC)C(C(=O)Nc1ccccc1N1CCN(C)CC1)C1c3ccccc3CCN1C2=O (stereo unspecified)	0	-8	1	6	2	2	-5	1	6
Fc1ccc2nc3c(nc2c1)CCCC3	1	-3	-4	3	6	5	-4	2	1
Cc1ccccc1C(=O)NC(=S)Nc1ccc(S(=O)(=O)N(C)c2ccccc2)cc1	-13	-15	-7	5	-1	-14	-3	-5	10
C=CCn1c(SCC(=O)Nc2ccc3c(c2)OCO3)nc2ccccc2c1=O	2	0	0	11	0	-1	0	2	5
CCNc1nc(NC(C)C)nc(N(C#N)CCOc2ccc(Cl)cc2Cl)n1	-6	0	-4	5	7	-1	4	-4	-5
Cc1cc(C)n(CCCC(=O)O)n1	0	4	-2	8	6	3	0	-1	14
CSc1nc2ccccc2n1Cc1cccc(F)c1	-3	-1	-4	5	6	-8	1	1	0
COc1cc(Cl)c(CN2CCCC(CO)(Cc3ccccc3)C2)cc1OC (stereo unspecified)	0	-2	-3	13	9	9	-1	1	0
Cc1ccc(-c2nn3c(C)nnc3s2)cc1NC(=O)c1cccs1	1	5	2	-5	8	-2	-1	-3	11
COC(=O)CN=Cc1c(C)[nH]n(-c2ccccc2)c1=O	5	3	0	-2	7	4	9	3	-10
CCOC(=O)c1sc(NC(=O)CSc2nnc(C(C)C)n2C)nc1C	4	-1	-2	16	2	-2	6	-4	3
C#CCOCCOCCOCCNc1nc(N2CCN(C(=O)CCCCCCCCCCNC(=O)[C@H](CCCCN)n3cc(CCO)nn3)CC2)nc(N2CCN(C(=O)CCCCCCCCCCNC(=O)[C@H](CCCCN)n3cc(CCCC(=O)O)nn3)CC2)n1	5	4	1	19	3	3	1	2	28
CC[C@H](C)[C@H](NC(=O)c1ccccc1)C(=O)NC(CC(=O)O)c1ccc(F)cc1 (stereo partly specified)	4	2	5	9	2	-2	3	-2	-4
CSc1ccc2c(c1)C(N1CCN(C)CC1)Cc1ccc(F)cc1S2 (stereo unspecified)	.	-1	0	-8	5	-1	.	1	-17
O=C(NCc1ccco1)NCC(F)(F)F	5	-6	2	8	2	-1	-3	4	6
CCN(CCn1cccn1)Cc1nc(-c2ccc(C(=O)OC)cc2)no1	.	-2	-3	13	3	-4	.	-7	-6

(list continues)
SMILES	PAFAH1B3 inh	GSTO1 inh	PAD4 FP inh	ZTA DNA inh	EBNA-1 inhibitor	LYPLA2 inh	PAFAH2 inh	LYPLA1 inh	PREPL inh
CCCC(=O)NNC(=O)c1c(O)c2ccccc2[nH]c1=O	13	7	1	3	8	-4	2	1	-7
COc1ccc(CN2CCCC(C(=O)Nc3cccc(-n4cccn4)c3)C2)c(F)c1 (stereo unspecified)	-1	3	2	-3	-6	2	-1	-1	-21
O=C1C(Cl)=C(NC(=O)c2ccccc2)C(=O)C(Cl)=C1NC(=O)c1ccccc1	19	79*	51*	-3	-8	-1	-15	-1	13
COc1cc2c(cc1NC(=O)c1cccc(Br)c1)CCCC2	3	0	-1	0	9	-3	-1	-3	7
CCCNC(=O)COc1coc(CN2CCN(c3ccccc3OC)CC2)cc1=O	9	4	4	18	16	4	4	2	4
CC(NC(=S)Nc1ccc(F)cc1)c1ccccc1 (stereo unspecified)	3	-6	0	-1	2	0	-4	-4	-3
O=S(=O)(c1cccc(-c2nnc(SCc3ccc(Cl)cc3)o2)c1)N1CCCCC1	-2	1	3	-19	-7	9	-5	6	8
CC(=O)c1cccc(NC(=O)CN(c2cccc(F)c2)S(C)(=O)=O)c1	6	5	4	8	3	7	1	0	-10
C/C(=N\NC(N)=O)c1ccc(Cl)cc1	5	4	-2	-1	4	1	0	1	11
Cc1ccc(C)c(OCC(=O)N(C)CC(=O)Nc2ccc(Cl)c(C(F)(F)F)c2)c1	-7	.	1	13	.	-3	-15	-4	15
Cc1cc(C)n(-c2c(C)[nH]c3ccccc23)n1	12	-12	2	0	-2	-2	-1	-2	1
CCCc1nnc2n1N=C(c1ccc([N+](=O)[O-])cc1)CS2	2	-1	-4	0	-1	1	-3	1	2
Cc1cccc(C(=O)NCc2nnc(SC(C)C(=O)Nc3nnc(C)s3)n2C)c1 (stereo unspecified)	2	5	-2	-6	-16	-5	4	-1	2
CCN=C1SC(CC(=O)NCCc2ccc(OC)c(OC)c2)C(=O)N1CC (stereo unspecified)	3	-2	0	11	5	3	4	0	-3
Cc1ccc(NS(=O)(=O)c2c(C(=O)N3CCOCC3)c(C)n(C)c2C)cc1C	2	-2	3	3	5	-8	9	-3	-7
COc1ccccc1NS(=O)(=O)c1cc(C(=O)N2CCCCCC2)ccc1C	1	.	-2	.	.	.	1	.	10
Cc1ccc(C(=O)c2coc3cc([N+](=O)[O-])c(O)c([N+](=O)[O-])c23)cc1	1	38*	1	0	1	3	2	4	31
O=c1c2cc(Br)ccc2nc(-c2ccc(Cl)cc2)n1O	2	-1	-2	-16	3	-4	-1	-4	4
C=CCN1C(=O)C(CC(=O)O)SC1=Nc1cccc([N+](=O)[O-])c1 (stereo unspecified)	7	4	-5	-5	1	-4	-5	-1	8
CCOC(=O)C1(Cc2ccccc2C(F)(F)F)CCN(C2CCSC2)CC1 (stereo unspecified)	1	-3	-1	-31	-2	8	4	0	-3
Cc1cc2ncn(CC3CC3(Cl)Cl)c2cc1C (stereo unspecified)	2	-4	0	-11	-2	2	6	2	-41
CCOc1ccc(OCC(=O)Nc2ccc(S(=O)(=O)Nc3cc(C)nc(C)n3)cc2)cc1	3	3	-1	-8	2	-3	9	-4	1
O=C(CSc1nccc(=O)[nH]1)Nc1cccc2ccccc12	3	-5	-2	-6	-7	5	8	6	-4
CCN(Cc1ccncc1)C(=O)CCc1nnc(CCC2CCCCC2)o1	6	4	-2	-9	-2	2	8	0	0
CCCCn1c(N)c(C(=S)NC(=O)CC(C)(C)C)c(=O)n(C)c1=O	4	18	1	0	3	-3	-2	3	-1

Continuation.
SMILES	PAFAH1B3 inh	GSTO1 inh	PAD4 FP inh	ZTA DNA inh	EBNA-1 inhibitor	LYPLA2 inh	PAFAH2 inh	LYPLA1 inh	PREPL inh
Cc1cccc(C(=O)NC(=S)Nc2ccccc2C(=O)O)c1	-2	3	-5	-11	-12	-3	13	1	-2
NS(=O)(=O)c1ccc(CNC(=O)Cc2cccs2)cc1	6	1	-8	12	5	-5	10	-6	2
CCCCN1C2CCCC1CC(NC(=O)C1CCCCC1)C2 (stereo unspecified)	-2	-5	-6	1	-12	5	-3	1	10
O=C(CCn1c(=O)[nH]c2ccccc2c1=O)N1CCN(c2ccc(Cl)cc2)CC1	0	-2	0	-1	2	6	1	-1	15
COc1ccc(NC(=O)N2CCC(CO)(CC3CCCCO3)CC2)c(OC)c1 (stereo unspecified)	2	-1	-4	-6	9	5	0	0	11
COc1ccc(OC)c(-c2nc(C(=O)NCC3CCCO3)cc3c2[nH]c2ccccc23)c1 (stereo unspecified)	6	-1	1	17	-7	0	3	-4	3
C=CCn1c(SCC(=O)Nc2sccc2C(N)=O)nc2ccccc2c1=O	-2	11	-1	-9	1	-2	-4	-4	-24
O=C(Nc1ccc(Cl)c(S(=O)(=O)N2CCOCC2)c1)c1ccccc1-c1ccc(C(F)(F)F)cc1	-15	-11	3	1	3	-43	-5	-26	18
COC(=O)c1sc(S(=O)(=O)N2CCCCC2)c(C(=O)OC)c1C	4	0	2	0	5	0	1	1	5
Cc1nn(C)c(C)c1NC(=O)CCSc1nc(-c2ccco2)cc(C(F)(F)F)n1	1	3	-5	-2	5	-7	7	-4	12
O=C(NCc1ccco1)c1cccc2c1C(=O)c1ccc(N3CCCC3)cc1S2(=O)=O	-16	.	-20	.	.	.	-6	.	-4
Cc1ccc(S(=O)(=O)N2CCCOC2CNC(=O)C(=O)NCc2ccco2)cc1 (stereo unspecified)	6	0	2	-9	5	5	5	0	9
COc1ccc(CCC(=O)Nc2sccc2C#N)cc1	.	-12	-20	-6	-18	-9	.	-4	2
CCc1ccccc1NC(=O)N1CCC(NC(=O)C(Cc2ccc(OC)c(OC)c2)NC(C)=O)CC1 (stereo unspecified)	13	3	0	-15	-14	1	2	0	4
C=C(C)COc1ccc(-c2ncncc2-c2ccccc2OC)c(O)c1	4	4	1	-2	6	-3	5	3	-5
COc1ccc(-c2cccc(C(=O)Nc3ccc(C)cc3)c2)cc1	3	-2	2	20	3	1	-7	-2	10
O=C1CC(c2ccccc2Cl)CC(O)=C1C=NCCCO (stereo unspecified)	-4	-1	-5	-10	-10	-1	6	-1	-9
COc1ccccc1OC(=O)c1ccc(SC)cc1OC	0	1	-7	-6	-6	6	-4	-2	12
Cc1nc2nc(NCc3cccs3)nn2c(C)c1Cl	3	0	-1	-11	8	1	6	-2	-1
COCCN(Cc1ccccc1)C(=O)c1ccc2c(=O)n3c(nc2c1)CCC3	10	10	-1	-2	3	-2	-5	-1	-6
NC(=O)c1ccc(Sc2nnc(-c3cccs3)n2CC2CCCO2)c([N+](=O)[O-])c1 (stereo unspecified)	7	9	-3	6	-5	-3	6	-4	2
Cc1nn(C)c(C(=O)NN)c1Cl	.	-7	-2	2	4	-3	.	-4	-1
O=C(CSc1nnc(-c2ccccc2O)o1)N1CCCCC1	12	15	-1	-22	1	-4	-4	-1	-6
CCOc1cc(/C=C2\CCCC(C(=O)C(F)(F)F)=C2O)ccc1O	6	4	-5	12	8	3	-7	0	5

Single entries from the entries so far.
Result of `C=C(C)COc1ccc(-c2ncncc2-c2ccccc2OC)c(O)c1` in LYPLA2 inh: -3
Result of `O=C(NCc1ccco1)c1cccc2c1C(=O)c1ccc(N3CCCC3)cc1S2(=O)=O` in PAFAH2 inh: -6
Result of `NS(=O)(=O)c1ccc(CNC(=O)Cc2cccs2)cc1` in GSTO1 inh: 1
Result of `CCCCN1C2CCCC1CC(NC(=O)C1CCCCC1)C2` (stereo unspecified) in LYPLA2 inh: 5

Entries above marked active in PAD4 FP inh:
Compound	PAFAH1B3 inh	PAD4 FP inh	EBNA-1 inhibitor	PAFAH2 inh	PREPL inh
O=C1C(Cl)=C(NC(=O)c2ccccc2)C(=O)C(Cl)=C1NC(=O)c1ccccc1	19	51*	-8	-15	13
